# LGR2 inh – inhibitors of bursicon-induced LGR2 CRE-luciferase signal, primary screen, cell-based, HEK293, CRE-luciferase reporter, bursicon stimulation; Drosophila bursicon receptor LGR2 (rickets); bursicon-stimulated, 4 h; inhibition, % at 9.99 µM; 380,000 compounds, 0.35% hits; AID 720647, 2013;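 active means drop in luminescence signal, shown as inhibition above about 50% in the replicate tests, limit read from the data, passing the limit was not always enough; inconclusive means probably only some replicates passing the limit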;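 further: agonist challenge used bursicon conditioned medium at about half maximal strength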
# INS-1E GSIS act – GLuc luminescence reporter in INS-1E cells, primary screen for activators of glucose-dependent secretion of insulin; INS-1E GLuc reporter insulin secretion, 2-3 h; activation, % at 16.6 µM; 370,000 compounds, 0.61% hits; AID 743287, 2014;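 active means lowest replicate activation of at least 40%, so every replicate reaches that level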;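 further: 0% = median of neutral control wells and 100% = median of IBMX positive control wells; some compounds called inactive have numbers as strong as hits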
# PGC1a acetyl inh – inhibitors of PGC1a acetylation signal, primary screen, cell-based, U2OS, AlphaScreen, inhibitor mode; AlphaScreen anti-acetyl-lysine; with virally co-expressed GCN5 acetyltransferase; inhibition, % at 15.6 µM; AID 651687, 2012; 350,000 compounds, 0.17% hits;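 active means every replicate shows inhibition of at least 40%; inconclusive means mean inhibition at least 40% but some replicate below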;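 further: 0% = neutral control wells and 100% = positive control wells; some results beyond the cut were filed as inactive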
# Cneo AK release – Cryptococcus neoformans cell lysis inducers, primary screen, AK release luminescence, single concentration; lysis activity, % at 15 µM; AID 651654, 2012; 360,000 compounds, 0.2% hits; C. neoformans lysis, adenylate kinase release luminescence, 4 h; normalised: neutral wells 0, clomiphene wells 100;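 active means mean lysis activity across replicates of at least 80%, whatever share of replicates individually reach that level; inactive means mean lysis activity below 80%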
#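 Material: C. neoformans cells | Amount: Yeast cell density of 5 × 10^6 cells/mL | Medium: Fresh YPD growth medium | Dosing: Single dose | Times: Static 4 h at 37 °C with compound, 1 h detection | Detection: AK luminescence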
# PglD inh – C. jejuni PglD acetyltransferase inhibitors, primary screen, biochemical, DTNB colorimetric, single point | AID 602405, 2012 | 360,000 compounds, 0.098% hits | purified PglD enzyme, DTNB colorimetric CoA detection | inhibition, % at 12.5 µM | UDP-N-acetylbacillosamine N-acetyltransferase PglD (Campylobacter jejuni); in the data active means inhibition above about 16%, passing the limit was not always enough; inconclusive means no clear call, values can overlap the other calls; further: strong numbers were not always called active
# ARNT TACC3 PPI – disruptors of ARNT/TACC3 protein interaction, primary screen, biochemical, AlphaScreen, single concentration; Transforming acidic coiled-coil-containing protein 3 (Homo sapiens), Q9Y6A5; AlphaScreen His-ARNT PAS-B/GST-TACC3 binding, luminescence; TACC3 fragment carries E629A point mutation; inhibition, % at 9.99 µM; 390,000 compounds, 0.66% hits;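 active means mean inhibition of replicates at least 50% and at least half of replicates each reaching 50%; inconclusive means half or more replicates reach 50% but mean below 50%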;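 further: 0% = complete ARNT plus TACC3 wells and 100% = ARNT alone without TACC3; many hits fall short of the cut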
# C2C12 statin – suppressors of statin myotoxicity in C2C12 myotubes, primary screen, cell-based, single point, plate reader | C2C12 myotubes + simvastatin, ATP luminescence, 48 h; scaled: DMSO 0, geranylgeraniol control 100 | rescue of ATP level, % at 7.49 µM | 330,000 compounds, 0.78% hits;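 active means mean ATP rescue above about 67%, or every replicate alone reaching that limit, limit read from the data, passing the limit was not always enough; inconclusive means no clear call, values can overlap the other calls; inactive means mean under the limit and some replicate under it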;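 further: myotubes were challenged with 10 µM simvastatin during compound exposure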
# PAX8 inh HTS – inhibitors of PAX8-driven TPO luciferase reporter, primary screen, RMG-I cells, single concentration | SteadyGlo, 24 h | 360,000 compounds, 1.2% hits | inhibition, % at 12.6 µM;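 active means mean replicate inhibition at least 60% with every replicate also reaching 60%; inconclusive means only one of the two criteria is met; inactive means mean below 60% and not all replicates reaching 60%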;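 further: luciferase light reporting Pax8 driven TPO promoter activity; plate controls were median of neutral control wells for no effect and mitoxantrone controls for full effect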
# Active calls of the source: *; ? = inconclusive; . = no result given.
SMILES,LGR2 inh,INS-1E GSIS act,PGC1a acetyl inh,Cneo AK release,PglD inh,ARNT TACC3 PPI,C2C12 statin,PAX8 inh HTS
CN(C)CCNc1cc(-c2ccncc2)nc2ccccc12,-4,10,.,-1,5,-2,-9,-2
N#C/C(=C\c1ccccc1)C(=O)NCCN1CCOCC1,8,13,.,4,0,1,5,-22
O=S(=O)(NCc1cc(-c2ccccc2Cl)no1)c1ccccc1,.,-13,-6,0,-4,4,12,-2
C[C@@H]1CN([C@H](C)CO)C(=O)c2cc(NS(C)(=O)=O)ccc2O[C@@H](C)CCCCO[C@H]1CN(C)S(=O)(=O)c1ccccc1,14,-11,6,0,-2,-6,-2,-9
CC(Sc1nncs1)C(=O)NC1CCCCC1C (configuration not stated),-12,3,.,1,3,.,1,-2
Cc1c(NC(=S)NC(=O)c2sc3ccccc3c2Cl)cccc1C(=O)O,32,63*,.,-1,0,0,.,-88
COc1ccccc1-c1ccc(NC2CCCC2)nn1,-34,-9,37,0,-7,-2,-9,.
CCn1nnnc1SCC(=O)N1CCCCC1,12,-6,.,0,-5,-5,5,.
CCN(CC)c1nc(SCCOC(=O)Nc2ccccc2)nc(N(CC)CC)n1,-19,8,-23,0,7,26,-25,.
O=C1c2cccc3c([N+](=O)[O-])ccc(c23)C(=O)N1c1ccccn1,.,.,?,0,3,-2,55,25
CSc1nnc(NC(=O)C2CCCCC2)s1,-13,8,5,0,-4,0,19,-25
Cc1ccc(S(=O)(=O)N2CCN(C(=O)CN3C(=O)c4ccc([N+](=O)[O-])cc4C3=O)CC2)c(C)c1,-4,10,.,-1,1,-5,-6,2
CCOc1ccc(OCC(=O)N(C)c2c(N)n(Cc3ccccc3)c(=O)[nH]c2=O)cc1,-4,17,.,.,.,-1,.,-9
CCN1[C@@H]2c3ccc(-c4ccc(F)cc4)c(=O)n3C[C@@H]2[C@@H](CO)[C@@H]1C(=O)N(C)C,-13,11,-6,-2,0,-3,-23,-19
CCCCc1cc(=O)oc2cc(OCC(=O)NC3CCN(Cc4ccccc4)CC3)ccc12,-3,7,5,0,-3,8,10,7
CC1(C)Cc2c(C#N)c(N3CCOCC3)nc(-c3ccccc3)c2CO1,-16,-3,-6,1,-10,-31,.,.
Cc1cc(NC(=O)COC(=O)COc2cccc3c2OC(C)(C)C3)no1,.,.,11,0,-2,-2,.,18
CCOCc1nnc(NC(=O)c2cc(OC)c(OC)cc2[N+](=O)[O-])s1,-2,-2,6,1,0,21,-6,24
O=C(c1ccncc1)N1CC(=O)N2[C@H](C1)[C@@H](c1ccc(-c3ccccc3)cc1)[C@@H]2CO,-13,-1,14,.,.,.,.,-12
CCOC(=O)c1ccc(Nc2ccc(-c3ccc(OC)c(OC)c3)nn2)cc1,-14,0,-12,3,-6,.,-77,.

# Sorted by SMILES length (ascending): some entries from above
SMILES,LGR2 inh,INS-1E GSIS act,PGC1a acetyl inh,Cneo AK release,PglD inh,ARNT TACC3 PPI,C2C12 statin,PAX8 inh HTS
Cc1cc(NC(=O)COC(=O)COc2cccc3c2OC(C)(C)C3)no1,.,.,11,0,-2,-2,.,18
CCOc1ccc(OCC(=O)N(C)c2c(N)n(Cc3ccccc3)c(=O)[nH]c2=O)cc1,-4,17,.,.,.,-1,.,-9
CCN1[C@@H]2c3ccc(-c4ccc(F)cc4)c(=O)n3C[C@@H]2[C@@H](CO)[C@@H]1C(=O)N(C)C,-13,11,-6,-2,0,-3,-23,-19

# Carrying on:
SMILES,LGR2 inh,INS-1E GSIS act,PGC1a acetyl inh,Cneo AK release,PglD inh,ARNT TACC3 PPI,C2C12 statin,PAX8 inh HTS
Cc1ccc(C)c(N=Cc2c(O)c3ccccc3oc2=O)c1,.,.,.,-1,8,-2,11,.
COC(=O)c1ccc(COC(=O)CNC(=O)c2ccc(C)s2)cc1,-10,-7,2,-2,-4,2,-17,-8
CCCn1c(SCC(=O)NC(C)(C)C)nnc1-c1ccco1,9,16,12,6,6,-5,4,0
O=C(Cc1ccc2c(c1)CCCC2)Nc1ccccc1Br,.,3,.,-3,-2,-5,4,.
Cc1cc(NC(=O)Cn2cnc3c(nnn3-c3cccc(F)c3)c2=O)no1,5,1,-4,0,-2,-1,.,9
CO[C@@H]1CN(C)C(=O)c2cc(NS(=O)(=O)c3ccc(C)cc3)ccc2OC[C@H](C)NC[C@H]1C,2,5,-7,-1,2,-1,-6,-2
CCC(C)NC(=O)c1ccc(NC(=O)CC2SC(N3CCCCC3)=NC2=O)cc1 (configuration not stated),-11,-5,7,0,2,-2,0,5
Cc1ccc(OCCNC(=O)c2ccc3c(c2)OCO3)cc1,-40,-3,.,3,0,.,16,-93
COc1ccc(CCNC(=O)C2CCN(C(=O)c3ccc(F)cc3)CC2)cc1,-5,-1,2,5,3,-6,-7,4
C/C(=N\NC(=O)c1ccccc1Br)c1ccc(N2CCOCC2)cc1,13,-10,7,.,.,3,.,5
COc1cc(NC(=O)C2C3C=CC(C3)C2C(=O)O)ccc1NC(=O)c1ccccc1 (configuration not stated),-4,6,.,4,-5,-5,-8,-3
O=C(NCc1ccccc1F)C1CCCN(c2cnccn2)C1 (configuration not stated),5,10,-13,3,6,-1,-6,-6
COc1cccc(-c2nc(C(N)=O)c3[nH]c(=O)n(-c4cccc(Cl)c4)c3n2)c1OC,-2,4,-7,-1,2,-1,2,2
CS(=O)(=O)c1ccc(-c2cccc(NC(=O)COc3ccccc3)c2)nn1,-2,16,20,2,-4,13,-2,-3
CCCS(=O)(=O)NC(=O)C1(C)CCN(C(=O)c2ccc(OC)cc2OC)C1 (configuration not stated),-9,3,14,4,-4,.,6,-3
Cc1ccsc1-c1cc2nc(NCCOc3ccccc3Cl)n(C)c(=O)c2s1,-1,-3,-7,-1,-3,.,-3,-27
C[C@H](CO)N1C[C@H](C)[C@@H](CN(C)S(=O)(=O)c2ccccc2)Oc2ccc(NC(=O)Nc3ccc(F)cc3)cc2CC1=O,7,-10,2,0,8,9,14,.
COc1ccc(/C=C/C(=O)Nc2cc(=O)n(C)c(=O)n2C)cc1,-21,2,-3,-11,0,21,.,-15
Cc1ccccc1SCC(=O)NNC(=O)c1ccccc1O,3,0,.,6,0,33,7,6
CNC(=S)NCc1ccc2[nH]c(C)cc2c1,-5,-23,.,0,6,0,1,-11
O=C(NCCc1ccccc1)C1CCCN1S(=O)(=O)c1cccc2nsnc12 (configuration not stated),3,-2,7,.,.,-2,5,5
CC1CC(C)CN(C(=O)c2cccc3c2-c2ccccc2C3=O)C1 (configuration not stated),0,15,-1,.,.,-2,.,7
C[C@@H]1CN([C@@H](C)CO)C(=O)c2cc(C#CC3CCCCC3)cnc2O[C@H]1CN(C)S(=O)(=O)c1ccc(F)cc1,14,-15,7,2,3,3,?,.
Cc1nnsc1C(=O)Nc1ccc(Cl)cc1Cl,.,.,-11,3,3,.,.,2
CCNC(=O)[C@H]1[C@H](CO)[C@H]2Cn3c(ccc(C4=CCCC4)c3=O)[C@@H]1N2Cc1ccncc1,1,-2,.,2,1,-4,-37,.
CCOC(=O)c1cnn(-c2ccccc2)c1NC(=O)c1ccc(C)cc1,.,.,1,-1,-4,-7,0,.
O=C(CN1C(=O)c2ccccc2S1(=O)=O)c1ccccc1,.,.,-5,0,7,-1,.,.
CC1C=CCC2C(=O)N(c3cccc(C(=O)N4CCCCCC4)c3)C(=O)C12 (configuration not stated),-29,4,0,1,1,1,-8,.
Cc1cccc(N2C(=O)c3ccc(C(=O)Nc4cccc(C(=O)O)c4)cc3C2=O)c1,-10,-1,4,0,0,-2,2,-4
CC1Cc2ccccc2N1C(=O)CSc1nn2c(=O)c(C(C)(C)C)nnc2s1 (configuration not stated),9,-15,.,.,.,-3,.,20
CCc1cc(CNC(=O)C2CCC(=O)N(Cc3ccccc3F)C2)on1 (configuration not stated),-4,20,.,-1,2,.,5,0
CCNC(=O)[C@@H]1[C@@H](CO)[C@@H]2Cn3c(ccc(/C=C/c4ccccc4)c3=O)[C@H]1N2CC,-12,2,.,-7,3,0,1,5
COC(=O)C(CC(C)C)Oc1ccc2c(C)cc(=O)oc2c1 (configuration not stated),.,.,.,20,5,-4,.,-9
COc1cc(OC)cc(C(=O)NC(c2ccccc2)c2ccccc2)c1,.,.,-3,0,-1,-7,10,34
Cc1nn(C(C)C(=O)NCCCN2CCCCCC2)c(=O)c2cc3sccc3n12 (configuration not stated),0,-15,4,3,-1,-11,-10,4
NNC(=O)c1ccc(Cn2cc(Br)c(N)n2)cc1,-9,0,29,.,.,-5,.,15
C[C@@H]1CCCCO[C@H](CN(C)Cc2ccc(C(F)(F)F)cc2)[C@H](C)CN([C@H](C)CO)C(=O)c2cc(N(C)C)ccc2O1,-1,-15,5,-1,5,18,.,14
CCOc1ccc(NC(=O)CN(C)C(=O)c2ccc(N3CCCCC3)c([N+](=O)[O-])c2)cc1OCC,-16,-35,5,-1,-11,.,-19,-6
O=C(OCc1c(F)cccc1Cl)c1cccnc1Cl,-30,19,.,-1,0,.,13,6
CCN1CCN(CCCNC(=O)c2ccc3c(c2)NC(=O)/C(=C\c2cccc(C)c2)S3)CC1,17,7,.,1,1,27,-2,3
C=C(C)C1CC=C(C)/C(=N/NC(=S)Nc2ccccc2)C1 (configuration not stated),-2,10,.,.,.,0,15,12
CCCC(=O)Nc1ccc2c(c1)C(=O)N(C)C[C@H](OC)[C@@H](C)CN(Cc1cncnc1)[C@@H](C)CO2,-2,15,8,-22,0,2,-6,-7
COc1ccc(Nc2nc(C)cc(C)n2)cc1Cl,-20,21,-18,-2,12,-36,-2,-18
CN(Cc1ccccc1)S(=O)(=O)c1nnc(NC(=O)c2ccccc2F)s1,9,9,.,14,0,-3,3,4
C[C@@H]1CN([C@@H](C)CO)C(=O)c2cc(NS(=O)(=O)c3ccc(F)cc3)ccc2O[C@@H](C)CCCCO[C@H]1CN(C)C(=O)c1ccncc1,11,17,1,1,3,0,.,7
COc1ccc(NC(=O)N(C)C[C@@H]2Oc3ncc(-c4ccc(F)cc4)cc3C(=O)N([C@H](C)CO)C[C@@H]2C)cc1,18,-17,0,-5,3,-8,49,-8
CCC/C(C#Cc1ccsc1)=C1/c2ccccc2C(=O)N1c1ccccc1,8,-3,-3,-3,-3,-11,0,20
COCCNC(=O)C[C@@H]1C=C[C@H](NC(=O)NC2CCCC2)[C@H](CO)O1,-1,9,-1,9,-1,-18,6,3
CCOC(=O)c1cnc2scnn2c1=O,8,-5,-4,0,-8,-4,7,.
COc1cccc(C#Cc2ccc([C@@H]3[C@@H](CO)N4C(=O)CN(C(=O)Cc5ccccc5)C[C@@H]34)cc2)c1,2,-23,-7,.,.,.,.,?
CCN(Cc1cc(OC)c(OC)c(OC)c1)C(=S)Nc1cccc(SC)c1,0,-21,-5,-2,-3,0,20,18
CCCNC(=O)Nc1ccc2c(c1)OC[C@H](C)NC[C@H](C)[C@@H](OC)CN(C)C2=O,11,0,.,.,1,.,21,-5
CN1CCN(C(=O)C[C@H]2C[C@@H]3c4cc(NC(=O)Nc5ccccc5F)ccc4O[C@@H]3[C@@H](CO)O2)CC1,14,0,1,-2,4,5,5,8

# Compound activity from PubChem BioAssay.
